Compound activity from PubChem BioAssay.
M5 antag: human M5 muscarinic receptor antagonists, primary screen, CHO cells, Fluo-8 calcium fluorescence; Muscarinic acetylcholine receptor M5 (Homo sapiens), P08912; CHO-hM5 cells, ACh EC80; inhibition, % at 3 µM; 360,000 compounds, 0.59% hits;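 active = inhibition above a per-plate cutoff, the mean of that plate's test compounds plus 3 SD, cut at about 27% in these data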;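 also: 0% = acetylcholine EC80 with DMSO and 100% = DMSO without agonist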
Target sequence (P08912 whole entry, looked up): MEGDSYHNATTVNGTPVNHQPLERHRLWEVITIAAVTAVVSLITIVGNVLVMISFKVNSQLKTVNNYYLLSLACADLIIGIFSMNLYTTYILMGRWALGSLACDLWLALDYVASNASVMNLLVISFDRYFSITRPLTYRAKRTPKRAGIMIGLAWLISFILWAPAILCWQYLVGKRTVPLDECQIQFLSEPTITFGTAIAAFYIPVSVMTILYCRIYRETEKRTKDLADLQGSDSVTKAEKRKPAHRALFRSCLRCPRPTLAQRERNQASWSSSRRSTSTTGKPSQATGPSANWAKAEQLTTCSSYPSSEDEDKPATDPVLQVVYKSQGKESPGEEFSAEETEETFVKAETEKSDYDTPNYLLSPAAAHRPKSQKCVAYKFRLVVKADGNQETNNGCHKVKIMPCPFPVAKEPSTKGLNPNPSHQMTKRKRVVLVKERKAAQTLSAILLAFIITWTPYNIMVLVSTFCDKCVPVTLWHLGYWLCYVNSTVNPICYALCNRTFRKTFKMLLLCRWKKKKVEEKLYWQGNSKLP
M1 PAM parental: nonselective calcium activators in parental CHO-K1 cells, primary screen, counter-screen for M1 PAM project, cell-based, Fluo-8 calcium fluorescence, full deck, 1536-well; 360,000 compounds, 0.02% hits; AID 602247, 2012; ATP EC20; 0% at ATP EC20, 100% at ATP max; activation, % at 3 µM;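 active = activation above the run cutoff, the mean activation of all test compounds plus 3 SD, cut at about 40% in these data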;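 also: peak over basal fluorescence ratio in a 140 s read after ATP addition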
CRFR2-BP antag: antagonists of CRF-BP/CRF-R2 complex, primary screen, cell-based, HEK293, calcium dye fluorescence, uHTS. CRF-induced calcium fluorescence. inhibition, % at 11.8 µM. 350,000 compounds, 0.59% hits;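 active = inhibition of the ligand-induced calcium signal above about 50% at the single tested concentration, limit read from the data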
CHRM5 agonist: human M5 muscarinic receptor agonists, primary screen, CHO-K1 cells, Fluo-8 calcium fluorescence. 360,000 compounds, 0.19% hits. AID 624037, 2012. Muscarinic acetylcholine receptor M5 (Homo sapiens), P08912. activation, % at 3 µM. CHO-K1 hM5 cells; 0% DMSO wells, 100% maximal acetylcholine response;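 active = activation above the run's mean over test compounds plus 3 SD, cut at about 23% in these data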;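 also: signal is peak over basal fluorescence ratio across the kinetic read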
CRFBP-R2 agonist: agonists of CRF-BP/CRF-R2 complex, primary screen, cell-based, HEK293, calcium dye fluorescence, uHTS | CRF-binding protein / CRF receptor 2 complex (human) | calcium dye fluorescence (FLIPR); percent of saturating CRF peptide response | activation, % at 13.2 µM | 350,000 compounds, 0.46% hits;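 active = activation of at least 50%, plus an integration ratio under a set limit after plate pattern correction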;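 also: plate controls were neutral control wells without compound for no effect and CRF at EC100 for full effect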
M4 PAM: human M4 muscarinic receptor positive allosteric modulators, primary screen, CHO-K1 cells, Fluo-8 calcium fluorescence. CHO-K1 hM4/Gqi5, ACh EC20; 0% = ACh EC20, 100% = maximal ACh. activation, % at 3 µM. 360,000 compounds, 0.4% hits;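 active = activation above its plate's cutoff, the mean activation of sample wells plus 3 SD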; also: some results filed as inactive read as strong as hits
TAAR1 agonist: human TAAR1 agonists, primary screen, Fluo-8 calcium fluorescence, CHO RD-HGA16 cells; Trace amine-associated receptor 1 (Homo sapiens), Q96RJ0; vehicle wells 0%, saturating PEA agonist 100%; AID 624467, 2012; 360,000 compounds, 0.99% hits; activation, % at 3 µM;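 active = activation above the mean activation of all test compounds in the run plus 3 SD, cut at about 38% in these data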
Target sequence (Q96RJ0 whole entry, looked up): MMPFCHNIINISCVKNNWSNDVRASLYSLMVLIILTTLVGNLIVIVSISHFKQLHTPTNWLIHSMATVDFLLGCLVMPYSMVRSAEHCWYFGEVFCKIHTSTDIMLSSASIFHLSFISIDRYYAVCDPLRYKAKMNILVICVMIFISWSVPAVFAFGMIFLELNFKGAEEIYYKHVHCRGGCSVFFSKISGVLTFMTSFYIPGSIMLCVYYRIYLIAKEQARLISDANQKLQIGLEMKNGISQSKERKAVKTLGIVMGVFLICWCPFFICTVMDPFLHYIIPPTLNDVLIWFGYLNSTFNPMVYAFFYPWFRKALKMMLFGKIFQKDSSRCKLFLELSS
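Signal – calcium-sensitive Fluo-8 signal, excitation 470-495, emission 515-575 nm · System – RD-HGA16 (CHO) cells co-expressing Gα16 and hTAAR1 · Incubation – 17-24 h seeding, 75 min 37 °C dye, 30 min RT · Compound dosing – 3 µM single concentration · Repeats – no replicates (n 1)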
CHRM5 PAM: human M5 muscarinic receptor positive allosteric modulators, primary screen, CHO-K1 cells, Fluo-8 calcium fluorescence | Muscarinic acetylcholine receptor M5 (Homo sapiens), P08912 | CHO-K1 hM5, ACh EC20 PAM; 0% = ACh EC20, 100% = ACh EC100 | activation, % at 3 µM | 360,000 compounds, 0.3% hits | AID 624038, 2012;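 active = activation above the run cutoff, the mean activation of all test compounds plus 3 SD, cut at about 18% in these data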
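system = human M5 receptor in CHO-K1 cells | compound = one concentration, 3 µM final (nominal) | schedule = Post-acetylcholine fluorescence recording 140 s | signal = Fluo-8 calcium dye fluorescence, kinetic read | benchmarks = low control EC20 acetylcholine (0%), high control EC100 acetylcholine (100%) | repeats = singlicate, one well per test compound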
TAAR1 antag: human TAAR1 antagonists, primary screen, Fluo-8 calcium fluorescence, CHO RD-HGA16 cells; Trace amine-associated receptor 1 (Homo sapiens), Q96RJ0; antagonist; inhibition, % at 3 µM; 360,000 compounds, 1.5% hits;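 active = inhibition above a per-plate cutoff, the mean inhibition of test compounds on that plate plus 3 SD, cut at about 49% in these data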;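 also: 0% = DMSO plus EC80 beta-PEA response and 100% = DMSO alone without agonist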
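System: RD-HGA16 CHO cells with stable hTAAR1 and Gα16 | Probe or stimulus: EC80 β-phenethylamine stimulus | Dosing: 3 µM, single point | Times: Dye loading 75 min at 37 °C, then 30 min room temperature | Measured by: Fluo-8 calcium-sensitive fluorescence | Read-out basis: % inhibition of agonist calcium response | Replicates: n of 1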
An asterisk follows results filed as active; x = not tested or not shown.

SMILES	M5 antag	M1 PAM parental	CRFR2-BP antag	CHRM5 agonist	CRFBP-R2 agonist	M4 PAM	TAAR1 agonist	CHRM5 PAM	TAAR1 antag
O=[N+]([O-])c1ccccc1N(S(=O)(=O)c1ccccc1)S(=O)(=O)c1ccccc1	16	11	17	-3	-2.6	1	3	-16	72*
COc1cccc2c(Cl)c(CC=C(Cl)Cl)c(C)nc12	-1	15	-15	6	-0.7	8	10	11	-50
CCOC(=O)[C@]12CCCC=C1N(CCc1ccc(OC)c(OC)c1)C(=O)[C@H](CC(=O)N1CCN(C(=O)C3CC3)CC1)C2	1	x	x	3	x	4	0	3	-1
CCn1c(=O)c2ccccc2n(Cc2ccc([N+](=O)[O-])cc2)c1=O	-2	1	15	-5	-1.0	-3	1	3	0
CC(=O)Oc1ccc(N(C(C)=O)S(=O)(=O)c2ccc(C)cc2)c2ccccc12	0	9	9	-4	-4.0	-4	-1	6	7
CCOC(=O)CSc1nnc(-c2cccc(Cl)c2)n1CC	4	11	4	1	-6.9	-6	0	-2	8
CN(C)C(CNC(=O)c1ccc(C2SCCS2)cc1)c1ccccc1 (stereo not given)	11	8	8	-8	0.4	-17	38*	-14	-18
Cc1nc2c(C#N)cnn2c2c1CCN2CC1CCCO1 (stereo not given)	4	7	10	-1	0.6	15	-1	1	-9
COc1cc(Cl)ccc1OCc1cc(C(=O)N(C)C2CC(C)(C)NC(C)(C)C2)no1	5	-5	1	-5	-0.2	3	3	-3	-19
COc1cc(-c2ccccc2)[nH]c(=S)n1	8	-22	-5	0	0.5	0	9	1	4
COc1cc(Nc2ccn3nc(-c4ccccc4Cl)cc3n2)cc(OC)c1OC	1	10	x	0	x	-6	3	0	22
COc1cccc(NC(=O)c2ccc(Cn3cc([N+](=O)[O-])cn3)o2)c1	3	13	12	1	-0.6	-2	0	-2	9
O=C(NCCc1ccccc1)c1ncn[nH]1	-10	11	13	3	-0.4	4	10	8	-6
COc1cc2ccccc2cc1C(=O)O	-3	9	1	0	-0.1	8	1	8	-2
N=c1c(C(=O)NC2CCCC2)cc2c(=O)n3ccccc3nc2n1Cc1ccccc1	-6	11	-11	-3	1.5	-5	-1	1	-14
COc1cccc(-c2nn(C)c3sc(C(=O)NCc4ccccn4)cc23)c1	5	5	-11	-5	-1.0	-6	1	-8	1
O=C(Oc1ccc2c(c1)OCO2)C12CC3CC(CC(C3)C1)C2	1	8	-15	1	-1.0	-1	14	-2	-27
O=C(COc1ccccc1)N(Cc1cccc(F)c1)C1CCS(=O)(=O)C1 (stereo not given)	-2	-18	-10	-3	-2.2	0	1	3	-24
CCCOc1cccc(C(=O)N/N=C/c2coc3ccccc3c2=O)c1	6	-23	-3	0	-0.5	-3	0	-6	4
CN(CCC#N)C(=O)COC(=O)c1ccc(Cl)cc1O	-9	1	20	1	2.2	-5	2	3	-22
Cc1c(N=C2SCC(=O)N2c2c(C)n(C)n(-c3ccccc3)c2=O)c(=O)n(-c2ccccc2)n1C	0	24	5	2	-1.4	4	5	-1	-6
Cc1cc(C)nc(SCCS(=O)(=O)Cc2ccccc2)n1	1	26	7	4	1.0	5	3	0	0
Cc1cc(NS(=O)(=O)c2ccc(NC(=S)NC(=O)c3ccc(F)cc3)cc2)no1	17	-6	11	-2	-1.8	2	5	8	9
CCOC(=O)N1C2=NC(C(=O)OC)=C(C(=O)OC)[C@@H]3N(C)c4ccc(OC)cc4[C@]23C[C@H]1C(=O)OC	5	-12	1	4	-0.9	2	21	-5	9
O=C(CSc1ccccc1)NNC(=O)c1ccccc1O	-9	27	-2	-3	-0.5	3	2	9	-29

Part of the list above, with two lines to a compound.
Values run as follows: M5 antag, M1 PAM parental, CRFR2-BP antag, CHRM5 agonist, CRFBP-R2 agonist, M4 PAM, TAAR1 agonist, CHRM5 PAM, TAAR1 antag
- CCOC(=O)CSc1nnc(-c2cccc(Cl)c2)n1CC
    4, 11, 4, 1, -6.9, -6, 0, -2, 8
- N=c1c(C(=O)NC2CCCC2)cc2c(=O)n3ccccc3nc2n1Cc1ccccc1
    -6, 11, -11, -3, 1.5, -5, -1, 1, -14
- Cc1cc(NS(=O)(=O)c2ccc(NC(=S)NC(=O)c3ccc(F)cc3)cc2)no1
    17, -6, 11, -2, -1.8, 2, 5, 8, 9

More compounds:
SMILES	M5 antag	M1 PAM parental	CRFR2-BP antag	CHRM5 agonist	CRFBP-R2 agonist	M4 PAM	TAAR1 agonist	CHRM5 PAM	TAAR1 antag
CC(NC(=O)c1cccc(C(F)(F)F)c1)C1CCCO1 (stereo not given)	-2	7	9	1	-0.2	10	7	10	-4
Cc1cc(C=O)c(C)n1-c1ccc(N2CCOCC2)c([N+](=O)[O-])c1	-6	20	12	3	-1.5	5	3	5	11
CCN(CC)CCCN(C(=O)c1cccs1)c1nc(-c2ccc(OC)cc2)cs1	9	16	-20	-6	-1.3	-21	x	-17	x
COc1cccc(NC(=O)CCN2CCN(c3ccccc3F)CC2)c1	-2	8	-3	-7	-1.1	9	1	-7	12
COC(=O)C1(C)NC(c2ccccc2OC)C2C(=O)N(c3ccccc3)C(=O)C21 (stereo not given)	9	3	-6	2	0.7	0	0	-1	-4
CCCc1cc(=O)oc2c(CN3CCOCC3)c(O)ccc12	-4	-2	0	-2	2.9	1	0	3	2
CCc1ccc(CN(C)C(=O)CCc2nnc(CCc3ccccc3OC)o2)nc1	9	11	18	-6	-0.8	2	4	-4	-8
CN(C)S(=O)(=O)c1ccc(C(=O)NCc2nnc(SCC(=O)NCc3ccco3)o2)cc1	-10	7	-49	-3	2.2	3	0	12	-12
CC(=O)Nc1ccc(NC(=O)C2CCCCN2S(=O)(=O)c2ccc(C(C)(C)C)cc2)cc1 (stereo not given)	17	-4	-3	0	-3.9	-12	10	-14	55*
CC(=O)Nc1ccc(S(=O)(=O)N(C)CC(=O)OCC(=O)N2CCCC2=O)cc1	-3	-2	-1	5	1.6	12	4	5	-46
CCCCCCC(=O)N1C/C=C\C(c2ccc(OC)cc2)N(Cc2ccc(F)cc2)C(=O)C1 (stereo not given)	6	-18	-5	2	0.2	-2	7	0	23
Cc1cc(C)nc(NC(=O)CCC2CCCC2)c1	-8	25	5	-3	-0.8	-7	4	6	-22
C=CCN(c1nc(C)cc(OC)n1)S(=O)(=O)c1ccccc1	-1	-17	4	-16	-0.9	1	-2	9	-17
O=C(CSc1nnc(-c2cccnc2)n1Cc1ccccc1)NCc1ccccc1	-2	18	-2	-3	-0.5	0	3	6	1
Cc1cccc(-n2cc(C#N)c(=O)[nH]c2=O)n1	5	11	9	-2	0.6	15	6	-3	12
CCOc1ccccc1Oc1c(C)oc2cc(OC(=O)N3CCOCC3)ccc2c1=O	0	13	13	1	-2.1	0	1	-2	-25
O=C(Nc1nnc(Cc2ccc([N+](=O)[O-])cc2)s1)Nc1ccccc1F	-1	26	19	3	-0.6	3	17	3	-7
CSc1nc(NS(=O)(=O)c2cc(C)c(Cl)cc2Cl)nn1C	-6	3	7	-2	-0.7	-4	1	-5	-43
C=CCn1c(=O)/c(=C/c2ccc(Cl)cc2)s/c1=C(/C#N)c1nnc2n1CCCCC2	0	10	-40	0	0.4	9	13	12	50*
COc1ccc(N2CC(O)(c3ccc(OC(F)F)cc3)[N+]3=C2CCCC3)cc1 (stereo not given)	20	7	-16	-20	-0.8	-22	5	-25	-18
COCc1n[nH]c(=S)n1-c1cccc2ccccc12	0	27	9	2	-1.8	-7	13	4	1
CCOc1ccc(C(=O)/C=C/Nc2ccc(S(=O)(=O)Nc3onc(C)c3C)cc2)cc1	20	-7	36	-2	-0.4	5	1	-5	16
COC(=O)N/N=C/c1cc(Cl)cc(Cl)c1OCc1ccc(F)cc1	8	-5	-18	2	1.2	16	16	-4	12
FC(F)(F)c1cccc(N2CCc3cn[nH]c32)c1	0	8	8	3	-1.2	19	7	1	-19
CCc1cc2c(=O)c(-c3nc(C)cs3)c(CCCC(=O)O)oc2cc1O	-6	8	-13	0	-1.3	7	4	-5	-12
Cc1ccc(CN2CCN(Cc3cccn3-c3ccccn3)CC2CCO)o1 (stereo not given)	-6	17	7	-4	-0.9	4	6	5	6

3 entries already listed, ordered by molecular weight, ascending:
SMILES	M5 antag	M1 PAM parental	CRFR2-BP antag	CHRM5 agonist	CRFBP-R2 agonist	M4 PAM	TAAR1 agonist	CHRM5 PAM	TAAR1 antag
CCCc1cc(=O)oc2c(CN3CCOCC3)c(O)ccc12	-4	-2	0	-2	2.9	1	0	3	2
Cc1cc(C=O)c(C)n1-c1ccc(N2CCOCC2)c([N+](=O)[O-])c1	-6	20	12	3	-1.5	5	3	5	11
CC(=O)Nc1ccc(S(=O)(=O)N(C)CC(=O)OCC(=O)N2CCCC2=O)cc1	-3	-2	-1	5	1.6	12	4	5	-46
